Assay outcomes as filed in PubChem.
mHTT-CaM PPI inh – mHTT-calmodulin interaction abrogation; P42858; AlphaScreen His-mHTT/GST-CaM binding, luminescence; inhibition, % at 15 µM; actives 3.6% (n = 190,000);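 also: 0% = both proteins with DMSO and 100% = one protein alone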
Pf apPOL inh – Pf-apPOL DNA polymerase inhibition; AID 1794808; actives 0.25% (n = 210,000); inhibition, % at 10 µM; Recombinant Pf-apPOL, molecular beacon fluorescence, 1.5 h
* = called active by the depositor; i = inactive; x = no result given; & = joins results of further samples. Rule as the data show it: active = inhibition above about 50%; inactive = the rest. These rows are one share of the data (hit frequency here may not be typical).

Preview (3 entries):
SMILES	mHTT-CaM PPI inh	Pf apPOL inh
CCOc1ccc(C(=O)N2CCC(c3cc(N)on3)CC2)cc1	-8.8	0.6
Cc1cccc(N2CCN(C(=O)CCc3ccccc3)C(C)C2=O)c1 (configuration not stated)	4.5	4.5
CC(=O)N1CCCN(c2nc3c(s2)c(C)nn3-c2ccc(C)cc2)CC1	24.9	7.0

The listing, from the first entry:
SMILES	mHTT-CaM PPI inh	Pf apPOL inh
CCOc1ccc(C(=O)N2CCC(c3cc(N)on3)CC2)cc1	-8.8	0.6
Cc1cccc(N2CCN(C(=O)CCc3ccccc3)C(C)C2=O)c1 (configuration not stated)	4.5	4.5
CC(=O)N1CCCN(c2nc3c(s2)c(C)nn3-c2ccc(C)cc2)CC1	24.9	7.0
CCOc1ccc(NC(=O)CN(c2ccc([N+](=O)[O-])cc2)S(=O)(=O)c2ccccc2)cc1	21.4	-0.1
COc1ccc(CCNC(=O)CSc2c[nH]c3ccccc23)cc1OC	-2.0&4.0	-1.7&-5.2
CC(=O)C1=C(O)C(=O)N(Cc2ccco2)C1c1ccc([N+](=O)[O-])cc1 (configuration not stated)	-1.5	2.3
CN1C(=O)CN(C2CCCCC2)C(=O)c2ccccc21	x	1.5&-4.1
O=C(O)c1ccc(C(F)(F)F)cc1C(F)(F)F	x	-11.6
O=C(Cc1ccccc1Cl)NCC(O)C1CCCCC1 (configuration not stated)	-4.3&-15.6	4.0&-6.6
CC(C)Oc1ccc(NC(=O)c2ccco2)cc1	-7.3	-0.5
O=C(c1sc2ccccc2c1Cl)N1CCN(c2ccc(F)cc2)CC1	0.5	4.3
CCC(=O)N1CCN(S(=O)(=O)c2ccc(C)cc2)C1c1ccc(N(CC)CC)cc1 (configuration not stated)	36.0	5.1
CCC(C(=O)N1CCN(c2nc3ccncc3n(C)c2=O)CC1)c1ccccc1 (configuration not stated)	15.7	1.2
COc1cccc(NC(=O)C2CC(=O)OC23CCCCC3)c1 (configuration not stated)	-1.0	-10.1
Cn1c(-c2nonc2NC(=O)c2ccccc2F)nc2ccccc21	0.2	-10.0
Cc1cccc(N2CCN(C(=O)c3cn4c(n3)CCCC4)CC2)c1C	54.0*	0.0
CCCS(=O)(=O)c1cscc1NC(=O)CSCCS(=O)(=O)c1ccc(Cl)cc1	x	9.8
CC1(C)CC(=O)C(C2c3ccccc3Oc3ccccc32)C(=O)C1	-3.0	-7.7
CN1C(=O)c2cccc3cccc(c23)S12OC(=O)c1ccccc12 (configuration not stated)	x	-12.6
Cc1ccc(N=Cc2c(C)[nH]n(-c3ccccc3)c2=O)c([N+](=O)[O-])c1	0.0	-2.3
O=C(CCSc1ccccc1)N1CCC(COCc2ccccc2)CC1	2.1	-11.4
CC(C)(C)c1ccc(S(N)(=O)=O)cc1	-5.9	-7.5
Cn1c(-n2c(CN3C(=O)c4ccccc4C3=O)nc3ccccc3c2=O)nc2ccccc21	4.8	5.7
COc1cc(CN2CCN(c3ccccc3)CC2)ccc1OCc1ccccc1	42.6	-3.0
N#Cc1ccc(NC(=O)c2noc3c2CCCC3)cc1	-2.4	-9.8

Entries of single compounds from above.
O=C(CCSc1ccccc1)N1CCC(COCc2ccccc2)CC1 is listed with mHTT-CaM PPI inh = 2.1; Pf apPOL inh = -11.4
Cc1cccc(N2CCN(C(=O)c3cn4c(n3)CCCC4)CC2)c1C is listed with mHTT-CaM PPI inh = 54.0*; Pf apPOL inh = 0.0

(listing goes on)
SMILES	mHTT-CaM PPI inh	Pf apPOL inh
CCOc1ccc(-c2nn(C)c(C)c2Oc2ccccc2)c(O)c1	-3.5	-5.7
O=C(Nc1ccccc1F)c1c(O)c2cccnc2n(-c2ccc(F)cc2)c1=O	-4.5	-2.6
O=C(c1ccc[nH]1)N1CCC2(CC1)NC(=O)N(Cc1cccc(Cl)c1)C2=O	15.5	-3.8
COc1ccc(-c2nnc(NC(=O)c3ccccc3C)s2)cc1OC	2.1	-0.1
O=C1CC(C(=O)N2CCCCCC2)CN1CCc1ccccc1 (configuration not stated)	-4.9	-0.2
CC(C)(C)c1nnc(NS(=O)(=O)c2ccc([N+](=O)[O-])cc2)s1	5.9	-3.5
Cc1noc(C)c1C1CCCN1C(=O)Nc1ccc(F)cc1F (configuration not stated)	-1.9	-3.3
O=c1nc2s/c(=C\c3cccc([N+](=O)[O-])c3)c(=O)n2nc1-c1ccccc1	0.0	-1.4
N#Cc1ccc(S(=O)(=O)N2CC3CC(NC(=O)c4ccccc4)C2C3)cc1 (configuration not stated)	4.3	-4.3
CC(=O)N1CCc2c(sc(NC(=O)c3cc(-c4ccccc4)on3)c2C#N)C1	-13.2	3.6
CCCCCCCCCCCCCCCC#CCO	x	-8.0
COCCNC(=O)CCC1CCCN(C(=O)Nc2ccccc2)C1 (configuration not stated)	-5.6	-7.5
CCC1CCc2c(sc(NC(=O)Cc3ccc([N+](=O)[O-])cc3)c2C(N)=O)C1 (configuration not stated)	4.3	-3.0
COc1ccccc1N1CCN(S(=O)(=O)c2ccc(C(F)(F)F)cc2)CC1	x	-6.5
CCc1ccc(CCNC(=O)O[C@@H]2C[C@H]3C[C@@H]2[C@H]2CCCCN2[C@H]3C)cc1	14.3	-13.9
N#C/C(=C\c1ccc(Cl)cc1)c1nc(-c2ccc([N+](=O)[O-])cc2)cs1	-2.6	-2.2
CCC(=O)Nc1cccc(-c2nnc(SCC(=O)c3ccc(Cl)cc3)n2C)c1	16.1	-12.3
Cn1nnnc1SCC(=O)Nc1ccc2nc(SCc3ccccc3F)sc2c1	11.0	-0.5
Cc1ccc2c(c1)c(=O)c1ccccc1n2CCCC(=O)Nc1cccnc1Cl	36.0	-3.4
COc1ccc(CN2CCCC2c2nc(C(C)C)no2)cc1 (configuration not stated)	2.0	3.5
COCc1c(C(=O)O)nnn1-c1ccc(F)c(F)c1	-3.2	-0.8
CCc1ccccc1NC(=O)C1CC(c2cc(OC)ccc2OC)=NO1 (configuration not stated)	-0.1	-5.8
O=C(CN1C(=O)c2ccccc2C1=O)Nc1c(Cl)cccc1Cl	-5.0	-6.4
N#CC1=C(N)N(c2ncn[nH]2)C2=C(C(=O)CCC2)C1c1ccccc1 (configuration not stated)	-4.0	-4.8
CC(C)S(=O)(=O)c1ccc(CC(=O)OCc2cc(-c3ccco3)on2)cc1	13.4	7.9

For convenience, some entries already given:
SMILES	mHTT-CaM PPI inh	Pf apPOL inh
N#CC1=C(N)N(c2ncn[nH]2)C2=C(C(=O)CCC2)C1c1ccccc1 (configuration not stated)	-4.0	-4.8
CC(C)S(=O)(=O)c1ccc(CC(=O)OCc2cc(-c3ccco3)on2)cc1	13.4	7.9

More records.
SMILES	mHTT-CaM PPI inh	Pf apPOL inh
O=C(NC1CCCCC1)C1CC(=O)N(c2cccc([N+](=O)[O-])c2)C1 (configuration not stated)	-4.0	-8.5
COc1ccc(C(=O)N2CCN(C3CCC(C)CC3)CC2)cc1 (configuration not stated)	-2.2	4.2
Cc1cccc(C2C(C(=O)NC3CC3)c3ccccc3C(=O)N2C2CC2)c1 (configuration not stated)	-10.8	0.3
CCN(CC)S(=O)(=O)c1ccc(F)c(C(=O)Nc2ccc(F)c(Cl)c2)c1	3.0	-6.2
Clc1ccc(CN2CCN(c3ccccn3)CC2)cc1Cl	-1.2	-1.1
CSc1ccccc1NC(=O)c1noc2c1CCCC2	-39.2	-2.2
CCOC(=O)C(=NNc1ccc(OC)cc1[N+](=O)[O-])C(=O)OCC	x	1.4
CC(C)c1noc(C2CCCN2Cc2ccccn2)n1 (configuration not stated)	56.8*	-5.3
CCN1C(=O)c2ccc(C(=O)Nc3cc(C(=O)O)ccc3C)cc2C1=O	1.3	-2.0
O=CN1CCN(C2CC(=O)N(c3ccc(Cl)cc3)C2=O)CC1 (configuration not stated)	-2.9	-5.8
CC(=O)Nc1ccc(C2C(C#N)=C(N)OC3=C2C(=O)CC(C)C3)cc1 (configuration not stated)	0.1	-7.6
c1cncc(CSc2nnc(-c3ccncc3)o2)c1	3.5	4.9
COc1ccc(C(CCN2CCCC(C)C2)c2c(OC)cc(OC)c3c(-c4ccccc4)cc(=O)oc23)cc1 (configuration not stated)	99.8*	-3.3
COc1ccc(OC)c(N(CC(=O)Nc2ccccc2Br)S(C)(=O)=O)c1	2.4	-20.3
Cc1cc(C)c(C)c(S(=O)(=O)NCC(=O)NCC2CCCO2)c1C (configuration not stated)	-9.5	-2.8
O=C(NCc1csc(C2CCN(C(=O)c3cc(F)ccc3F)CC2)n1)C1CCC1	-12.4	-2.9
COc1ccc(-c2cc(C(=O)NCC3CC3)n(C)n2)c(F)c1	-4.7	-3.8
Cn1nc(C(=O)N2CC3CC(NC(=O)c4cccnc4)C2C3)c2ccccc21 (configuration not stated)	-2.9	-0.5
COc1ccc(C(=O)COC(=O)c2cc(C)nc3ccccc23)cc1	20.5	-3.4
Cc1c(Cl)cccc1NS(=O)(=O)c1ccc2[nH]cc(C(=O)N3CCCC3)c(=O)c2c1	4.0	-11.0
COc1cccc(OCCNS(=O)(=O)Cc2ccccc2)c1	-5.7	-4.6
O=C(NCc1ccc(F)cc1Cl)C1CCN(S(=O)(=O)N2CCCC2)CC1	-4.0	-10.6
Cc1cccn2c(=O)c3cc(C(=O)N4CCN(C)CC4)c(=N)n(Cc4cccnc4)c3nc12	10.0	-0.8
Cc1noc(-c2nn(C)c3c2CN(C(=O)c2ccc(F)cc2F)CC3)n1	-3.3	-2.8
O=C1CC(c2cccs2)CC2=C1C(c1ccc(Cl)c(F)c1)Nc1ccccc1N2 (configuration not stated)	32.0	1.0

The list goes on.
SMILES	mHTT-CaM PPI inh	Pf apPOL inh
NS(=O)(=O)c1ccc(CCNC(=O)c2ccc3c(c2)NC(=O)C2CCCCN32)cc1 (configuration not stated)	1.6	-2.1
CCOC(=O)N1CCC(NS(=O)(=O)CCCOc2cccc3c2OC(C)(C)C3)CC1	1.3	-13.2
CCc1ccc(C2CC(c3cccc(F)c3)n3ncnc3N2)cc1 (configuration not stated)	21.0	-9.0
CC(C)NC(=O)CCCc1ccccc1	-0.3	9.7
COc1cccc(-c2ccc(C(=O)NC3CCCc4ccccc43)cn2)c1 (configuration not stated)	-5.9	-0.3
Fc1ccc(-c2n[nH]c(C3CCCNC3)n2)cc1 (configuration not stated)	-13.7	4.3
O=C(c1ccc(SCc2cccnc2)c([N+](=O)[O-])c1)N1CCN(c2ccccc2)CC1	25.0	5.2
COc1ccc(/C=C2\N=C(c3ccc(OC)c([N+](=O)[O-])c3)OC2=O)cc1OC	6.0	0.9
CCc1cc(C(=O)N2CCCCCC2)nc2cc(-c3ccsc3)nn12	-18.6	-4.1
Cc1cccc(NC(=O)N2CCCC2c2cccnc2)c1 (configuration not stated)	x	-3.1
CCN1C(=O)Cc2cc(C(=O)Nc3ccccc3)ccc21	3.6	-0.5
CC1=C(C(=O)Nc2cccc(F)c2)C2(CCCCCC2)OC1=O	-7.5	3.2
COc1cccc(NC(=S)N(CCC#N)C2CCCCC2)c1	x	-6.4
COc1ccc(CN2CCc3nc(Nc4cc(OC)ccc4OC)ncc3C2)cc1	10.3	-5.1
CC1CN(c2c(F)cc3c(=O)c(C(=O)O)cn(-c4ccc(F)cc4F)c3c2[N+](=O)[O-])CCN1 (configuration not stated)	5.0	2.4
Cc1cccc(-n2nc(C3CC3)c(C(=O)N3CCN(C)CC3)c2C(C)C)c1	33.1	-10.5
O=C(O)CCc1nn2c3ccccc3n(CC(=O)c3cccs3)c2nc1=O	-2.0	-3.8
COc1ccccc1NC(=O)N1CCCC1c1nc(-c2cccc(Cl)c2)no1 (configuration not stated)	-7.0	-0.6
O=S(=O)(/C=C/c1ccccc1)N1CCOCC1	-4.8	-18.0
CCNC(=O)c1c(O)c2cccc3c2n(c1=O)CC3	0.0	0.4
Cc1ccc(C2CC(c3ccc(C)cc3)n3nnnc3N2)cc1 (configuration not stated)	-0.8	5.4
O=C(c1ccc(F)cc1)N1CCCC(c2ccnc(-c3ccc(F)cc3)n2)C1 (configuration not stated)	49.5	-2.1
Cc1cc(NC(=O)Cc2csc(NC(=O)c3ncccn3)n2)no1	99.9*	-2.0
CC(Cc1ccco1)NC(=O)CC1CCN(S(=O)(=O)c2ccc(Cl)s2)CC1 (configuration not stated)	1.3	-1.3
CC(C)NC(=O)C(=O)Nc1ccc(Cl)cc1	-8.6	-3.8

Quoted from the listing.
`O=C(CCSc1ccccc1)N1CCC(COCc2ccccc2)CC1` – Pf apPOL inh: -11.4
`CCc1ccc(CCNC(=O)O[C@@H]2C[C@H]3C[C@@H]2[C@H]2CCCCN2[C@H]3C)cc1` – mHTT-CaM PPI inh: 14.3

Continuation.
SMILES	mHTT-CaM PPI inh	Pf apPOL inh
N#CCCN(C1CCCCC1)S(=O)(=O)c1ccc(-c2ccc([N+](=O)[O-])cc2)cc1	2.3	-1.5
CCC(Oc1ccccc1)C(=O)NC1CCCC1 (configuration not stated)	-7.3	-1.7
O=C(O)c1ccc(-c2ccc([N+](=O)[O-])cc2Cl)o1	16.6	-1.3
CCCCN1Cc2c(nc3cc(-c4ccccc4)[nH]n3c2=O)C1=O	x	-0.3&-8.5
CN(Cc1ccoc1)C(=O)Nc1ccc(F)cc1	0.5	-1.1
COc1ccc(CCNC(=O)c2ccccc2NC(=O)c2ccccc2C)cc1OC	x	-2.4
O=C(O)CN1C(=O)C2C3C=CC(C2C1=O)C1C(=O)N(CC(=O)O)C(=O)C31 (configuration not stated)	2.4	-4.4
CC(C)CCNC(=O)N1CCCC1c1cc(C(C)C)on1 (configuration not stated)	-2.8	1.1
CCc1cc2nn(CC3CCCO3)c(=O)n2c(C(C)C)n1 (configuration not stated)	-16.1	0.9
Cc1cccc(OCC(=O)O/N=C(\N)c2ccncc2)c1	i	-0.3
CCc1ccccc1NC(=O)N1CCc2nc[nH]c2C1	2.9	-3.2
COc1ccc(-c2c(C)c3ccc(OCC(C)=O)cc3oc2=O)cc1	3.9	-18.6
CCN1c2ccc(C)cc2C(=O)NC12CCN(C(=O)c1ccc(F)cc1)CC2	-7.1	-1.9
COc1ccc(CC(=O)c2ccc(OC)c(OC)c2)cc1OC	-5.0	-3.5
CC(=O)Nc1ccc(S(=O)(=O)NCCSCc2c(F)cccc2Cl)cc1	4.1	-4.5
O=C(Nc1ccccc1)NC1(C(F)(F)F)Oc2ccccc2O1	0.0	-1.9
CCCNC(=O)Nc1ccc(Oc2ncnc3cc(OC)c(OC)cc23)cc1Cl	x	4.6
